# SR-BI DiI inh: inhibitors of SR-BI mediated HDL lipid uptake, primary screen, ldlA[mSR-BI] cells, fluorescence, single point; Scavenger receptor class B member 1 (Mus musculus), Q61009; ldlA[mSR-BI] CHO cells, DiI-HDL uptake fluorescence, 3 h; inhibition, % at 12.5 µM; 320,000 compounds, 0.96% hits; AID 488896, 2010;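 active = mean replicate inhibition of at least 70% and a set share of replicates each scoring 70 or more; inconclusive = meets just one of the two criteria; inactive = fails both criteria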;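 also: 0% = median of neutral control wells and 100% = median of positive control wells; values of inactives mirror those of a sister screen read the other way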
# SR-BI uptake up: activators of SR-BI mediated DiI-HDL uptake, primary screen, ldlA[mSR-BI] CHO cells, DiI fluorescence. 320,000 compounds, 0.096% hits. activation, % at 12.5 µM. 3 h; 100 = double the neutral-control signal. AID 504775, 2011;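 active = mean replicate activation of at least 60% and every replicate at or above 60%; inconclusive = mean or all-replicate condition met, but not both; inactive = mean below 60% and not all replicates reaching 60%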;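 also: 0% = median plate neutral-control signal and 100% = twice that signal; values of inactives mirror those of a sister screen read the other way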
#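 system = CHO ldlA[mSR-BI] cells, LDL receptor-null, SR-BI overexpressing | medium = Ham's F12 with 0.5% BSA, HEPES 25 mM, pH 7.4 | probe or stimulus = DiI-HDL 10 µg/mL | compound dosing = single-point compound dose | incubation = compound exposure 3 h, 37 °C | technique = DiI fluorescence, bottom read | read-out = cell-associated DiI fluorescence as measure of HDL uptake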
# CAL PDZ FP-1: untagged CAL PDZ binding inhibitors, primary screen, biochemical, fluorescence polarization, HTS; Golgi-associated PDZ and coiled-coil motif-containing protein (Homo sapiens), Q9HD26; purified CAL PDZ, TMR-peptide fluorescence polarization, 1 h; inhibition, % at 24.9 µM; 300,000 compounds, 0.92% hits; AID 602252, 2012;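 active = mean inhibition of at least 30% with at least half of replicates also reaching 30%; inconclusive = no clear call, values can overlap the other calls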;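 also: 0% = DMSO neutral control and 100% = excess unlabeled competitor peptide PRC23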
# PfHsp90 set2: growth inhibition of PfHsp90-expressing yeast, primary screen, antimalarial PfHsp90 inhibitor project, S. cerevisiae, BacTiter-Glo luminescence, single point, set 2; BacTiter-Glo ATP, 48 h; yeast lacking PDR1 and PDR3 efflux regulators; inhibition, % at 9.4 µM; 310,000 compounds, 0.32% hits; AID 504621, 2011;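 active = every replicate shows inhibition above about 80%, whatever the replicate mean, limit read from the data; inconclusive = mean inhibition reaches the set limit but some replicate falls short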;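 also: 0% = DMSO neutral controls and 100% = 20 µM radicicol positive controls; yeast relying on Plasmodium falciparum Hsp90 in place of its own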
# Rtt109 Vps75: inhibitors of C. albicans Rtt109/Vps75 HAT, primary screen, biochemical, ThioGlo CoA-SH fluorescence, plate reader. Histone acetyltransferase RTT109 (Candida albicans (strain SC5314 / ATCC MYA-2876)), …. inhibition, % at 34.9 µM. purified Rtt109/Vps75, 4 h. 330,000 compounds, 0.16% hits;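 active = inhibition of at least 50% in every replicate; inconclusive = best replicate reaches 50% inhibition but some replicates fall short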
# Target sequence (Q5AAJ8 whole entry, looked up): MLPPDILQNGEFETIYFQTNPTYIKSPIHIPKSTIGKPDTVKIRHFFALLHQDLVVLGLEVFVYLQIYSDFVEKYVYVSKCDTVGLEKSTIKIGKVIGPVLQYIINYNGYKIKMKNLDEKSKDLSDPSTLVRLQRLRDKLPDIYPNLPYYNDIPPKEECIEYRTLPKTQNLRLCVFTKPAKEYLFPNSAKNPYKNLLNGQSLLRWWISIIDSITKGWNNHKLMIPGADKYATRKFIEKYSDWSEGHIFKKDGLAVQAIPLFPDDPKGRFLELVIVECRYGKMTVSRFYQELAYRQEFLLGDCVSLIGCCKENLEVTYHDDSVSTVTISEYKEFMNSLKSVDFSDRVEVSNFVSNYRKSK
# MITF TRPM1 HTS: activators of MITF-driven TRPM1 promoter reporter, primary screen, cell-based, SK-MEL-5, luciferase, single point. 300,000 compounds, 0.75% hits. activation, % at 12.5 µM. SK-MEL-5 TRPM1-promoter luciferase, 24 h; % of positive control, neutral wells = 0;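 active = mean activation of at least 80% with every replicate also reaching 80%; inconclusive = mean reaches 80% but some replicate falls short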;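 also: 0% = neutral control wells and 100% = parthenolide positive control wells; values of inactives mirror those of a sister screen read the other way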
# NSD2 HMT inh: NSD2 histone methyltransferase inhibitors, primary screen, biochemical, AlphaScreen, single concentration, set 2; Histone-lysine N-methyltransferase NSD2 (Homo sapiens), O96028; NSD2 peptide methylation, 120 min; inhibition, % at 12.5 µM; 310,000 compounds, 0.54% hits; AID 743445, 2014; in the data active = inhibition above about 50%
# CAL PDZ FP-2: CAL PDZ peptide-binding inhibitors, primary screen, biochemical, fluorescence polarization, Cer-tagged CAL PDZ, HTS; inhibition, % at 20 µM; purified CAL PDZ, TMR-peptide fluorescence polarization, 1 h; 330,000 compounds, 0.02% hits; Golgi-associated PDZ and coiled-coil motif-containing protein (Homo sapiens), Q9HD26; AID 504414, 2011;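 active = highest replicate inhibition of at least 40%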;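 also: plate controls were DMSO neutral control wells for no effect and unlabeled competitor peptide control wells for full effect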
#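 Test system: tagged CAL PDZ domain / Buffer or medium: sodium phosphate/NaCl buffer pH 7.4 with TCEP, IgG, Thesit / Reagent: TMR-labelled reporter peptide T*-PRC34 bound in PDZ groove / Compound dosing: single point, 20 µM / Schedule: 1 h incubation at room temperature before polarization reading / Technique: fluorescence polarization (mP) / Benchmarks: unlabelled peptide, DMSO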
# PvdQ acylase: P. aeruginosa PvdQ acylase inhibitors, primary screen, biochemical, fluorescence, plate reader and imaging, single point | inhibition, % at 10 µM | PvdQ acylase [Pseudomonas aeruginosa LESB58] | purified PvdQ acylase | 340,000 compounds, 0.063% hits; in the data active = inhibition above about 30%, passing the limit was not always enough; inconclusive = no clear call, values can overlap the other calls;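 also: 0% = vehicle neutral wells and 100% = reference inhibitor wells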
# dFosB act: activators of delta FosB homodimer, primary screen, biochemical, fluorescence polarization, TAMRA-CDK5 oligo, single point; Protein FosB (Mus musculus), P13346; purified delta FosB; percent of positive-control signal above neutral wells; activation, % at 25 µM; 340,000 compounds, 0.99% hits;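 active = mean activation above about 17%, with every replicate also reaching it, limit read from the data, passing the limit was not always enough; inconclusive = only one of the two conditions met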;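 also: fluorescence polarization rise as delta FosB binds a TAMRA Cdk5 AP-1 oligo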
# Target sequence (P13346 whole entry, looked up): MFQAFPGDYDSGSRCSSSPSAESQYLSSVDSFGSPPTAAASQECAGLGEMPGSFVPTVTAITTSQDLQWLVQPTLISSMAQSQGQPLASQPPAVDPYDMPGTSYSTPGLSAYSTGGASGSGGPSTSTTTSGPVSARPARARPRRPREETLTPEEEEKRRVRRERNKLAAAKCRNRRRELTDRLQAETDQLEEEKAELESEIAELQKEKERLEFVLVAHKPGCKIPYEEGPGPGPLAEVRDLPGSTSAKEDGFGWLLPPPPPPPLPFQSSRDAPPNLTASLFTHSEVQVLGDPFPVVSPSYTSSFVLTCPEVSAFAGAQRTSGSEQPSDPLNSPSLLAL
# Starred values were filed as active, the others as inactive; ? = inconclusive; · = no result given. Random draw from the library; overall some 4.3% were active at least once.
SMILES,SR-BI DiI inh,SR-BI uptake up,CAL PDZ FP-1,PfHsp90 set2,Rtt109 Vps75,MITF TRPM1 HTS,NSD2 HMT inh,CAL PDZ FP-2,PvdQ acylase,dFosB act
CCOC(=O)c1cccc(NC(=O)CCc2nnc3ccc(N4CCOCC4)nn23)c1,30,-30,-3,-3,0,-6,0,-0.7,-9,-15
CC1=C(C#N)C(c2ccc(O)cc2)C(C#N)=C(C)N1,-13,13,-1,-10,18,-5,-2,-0.2,-3,-5
CC(=O)Nc1ccc(S(=O)(=O)N2CCSC2c2ccc(C)cc2)cc1 (stereo unspecified),25,-25,-5,5,-15,-6,-4,·,-3,-13
COc1ccccc1NC(=O)c1ccc(C(=O)Nc2ccccc2OC)nc1,11,-11,1,32,-7,1,-4,-25,-1,-5
Cc1cc(=O)oc2c(C(=O)/C=C\c3cccs3)c(O)ccc12,-14,14,0,-70,10,12,9,-2.0,-1,-5
N#Cc1c(-c2ccc(F)cc2)c(-c2ccc(F)cc2)nn(CCO)c1=O,5,-5,0,3,-2,-13,0,-0.6,-7,1
COc1ccc(NC(=O)c2c(NC(=O)CCC(=O)O)sc3c2CCCCC3)cc1,-27,27,·,-3,-4,1,1,-0.2,-9,-1
COc1ccc(CN(C(=S)Nc2ccccc2)C2CC(=O)N(c3ccccc3)C2=O)cc1 (stereo unspecified),-23,23,·,-10,5,-1,-2,-0.4,-11,-6
NC(=O)c1ccc[n+](CCC[n+]2cccc(C(N)=O)c2)c1,-19,19,2,16,0,3,0,-14,-8,5
COC(=O)/C=C/C(=O)Nc1cccnc1,·,·,0,-3,5,-13,3,-0.4,8,5
COCC(C)N1CCC(Oc2ccc(C(=O)NCc3ccccn3)cc2)CC1 (stereo unspecified),-21,21,-5,-2,-9,8,-4,-0.1,1,-4
O=C(CSc1nc2ccccc2o1)N1N=C(c2cccs2)CC1c1ccc(F)cc1 (stereo unspecified),-14,14,-4,-20,-18,-8,0,-1.4,-19,5
Cc1ccc(/C=N/NC(=O)CN2CCN(Cc3ccccc3)CC2)s1,-13,13,-2,-18,-2,·,2,-7.4,-4,-17
O=C(NCc1ccc(Cl)cc1)N1CCc2ccccc2C1,-12,12,12,29,-11,4,-8,-1.9,-9,-7
CC(C)N(C(C)C)S(=O)(=O)c1ccc(NN)nc1,·,·,-2,-10,30,5,4,-4.2,6,-8
COc1ccc(C(=O)Nc2cc(=O)n(C)c(=O)n2C)cc1OC,-12,13,·,16,-13,·,·,-1.1,-3,-2
C/C(=N\NC(N)=S)C1(C)CCCCC1,78*,-78,-3,-35,-7,-14,1,-0.7,-10,9
Nc1sc2c(c1C(=O)NC1CCS(=O)(=O)C1)CCC2 (stereo unspecified),-5,5,-1,-1,-1,-8,·,-2.5,-11,-17
O=C(CN1CCN(CC(=O)Nc2cccc(F)c2)CC1)NCC1(N2CCOCC2)CCCCC1,23,·,-7,9,·,1,0,-2.2,5,-10
CC(=O)N1CCN(Cc2nc3cc([N+](=O)[O-])ccc3n2C)CC1,-10,10,-1,3,-5,-11,0,-0.4,-9,5
CN(CC(=O)Nc1ccccc1Cl)C(=O)COC(=O)C1=COCCO1,16,-16,-3,33,-1,0,5,-2.2,-7,-7
Cc1ccnc(NC(=O)c2ccc3[nH]c(=O)c(=O)[nH]c3c2)c1,-9,9,-9,-2,-3,-4,4,-1.7,-12,0
COc1ccc(S(=O)(=O)N(C)C)cc1NC(=O)COC(=O)C1CC1,8,-8,-2,6,0,·,0,-0.4,-13,-1
OCc1nc(CO)n(Cc2ccccc2)n1,-33,33,-5,·,1,-8,-5,-1.0,-7,-10
CCN(CC)S(=O)(=O)c1ccc(C(=O)NCc2n[nH]c(=S)n2Cc2ccccc2)cc1,34,-34,·,30,3,-2,2,-2.3,-19,-15
Cc1nn(C(C)C(=O)NCCc2ccco2)c(=O)c2nn(-c3ccccc3)c(C)c12 (stereo unspecified),1,-1,3,-2,-12,0,6,-0.1,-14,0
CC1(C(=O)NCc2ccccc2)Oc2ccccc2NC1=O (stereo unspecified),-8,8,-4,4,-3,-2,1,-3.0,-15,0
Cc1ccccc1C(=NC(=O)c1ccccc1)c1ccccc1,3,-3,·,-1,5,8,-2,-1.1,2,3
COc1ccc(NC(=O)c2ccccn2)cc1OC,7,-7,0,7,2,45,1,-0.3,-12,0
O=C(Nc1ccc2c(c1)OCO2)N1CCN(S(=O)(=O)c2ccc(Cl)cc2)CC1,-7,7,0,-13,-3,9,-4,0.2,-6,-2
Cc1nc2ccccc2c(-c2ccccc2)c1C(=O)c1ccccc1,10,-10,-5,-4,6,·,0,0.1,-1,0
CC(C)CC(=O)Nc1ccc(C(=O)CN2CCN(c3ccc(O)cc3)CC2)cc1,50,-50,-2,-11,5,6,11,-2.1,0,-10
Cn1nc(C(=O)O)c(=O)n(C)c1=O,-3,3,-4,9,4,7,2,-0.5,-6,-7
O=C(CC(c1ccccc1)c1cc(Cl)ccc1O)N1CCOCC1 (stereo unspecified),-16,16,-3,1,?,·,-1,-2.6,-8,-10
CCOc1cc(C2C(C(=O)c3ccc(C)o3)=C(O)C(=O)N2CCc2ccccc2)ccc1O (stereo unspecified),3,-3,-3,2,21,-1,6,-2.6,0,5
CCOC(=O)N1CCN(CC(=O)Nc2cc(C)nn2-c2nc3ccccc3s2)CC1,-20,20,0,9,5,3,-1,-1.9,-15,-18
COc1cc(NC(=O)Cn2cnc(S(=O)(=O)N3CCC(C)CC3)c2)cc(OC)c1OC,-15,15,-2,12,1,-1,3,-0.3,-3,-9
COc1cc2c(cc1OC)C(SC)=NC1(CCCC1)C2,0,0,-5,-13,-7,-85,2,-0.5,-5,4
COc1ccc(CN(C)C(=O)CCCNC(=O)c2ccc(Cl)cc2)cc1,·,·,-3,-11,7,-9,-4,-0.5,7,-7
Cc1ccc(-c2nn(C)c(=O)c3ccccc23)cc1S(=O)(=O)N1CCCC1,51,-51,-15,6,-8,·,·,-0.6,9,-7
Cc1ccc(/C=N\NC(=O)COc2ccc(C)cc2[N+](=O)[O-])cc1,-9,9,-2,-5,-4,17,-1,-4.6,1,0
C=CC[C@H](CC(=O)NCCO)C(=O)N[C@@H](COC(=O)[C@H](CC=C)CC(=O)OC(C)(C)C)Cc1ccccc1,0,0,-2,12,5,6,·,0.2,-10,-8
N#Cc1ccc2[nH]cc(CCO)c2c1,-18,18,-2,-4,13,10,·,-2.3,-14,-4
CCOCC(=O)Nc1ccc(OCc2ccccc2)cc1,4,-4,-1,16,3,31,-1,0.1,-8,-7
CC(=O)Nc1ccc(-c2csc(NC(C)c3ccccc3)n2)cc1 (stereo unspecified),-3,3,·,-7,-2,11,1,-1.9,-29,-10
CC(=O)Nc1cccn(Cc2c(Cl)cccc2Cl)c1=O,-12,12,-1,-3,4,-6,-6,0.7,-14,-1
O=C(c1ccc2c(c1)OCCO2)N1CCN(c2ccccn2)CC1,-5,5,0,-31,11,7,-2,-3.0,1,5
COc1ccc(N2CCN(C(=O)c3csc4ccccc34)CC2)cc1,32,-32,·,·,4,-8,6,-0.5,-3,-2
CCN(CC(=O)Nc1c(F)cccc1F)C(=O)CN1C(=O)C2CCCCC2C1=O (stereo unspecified),-19,19,-4,19,4,-1,1,1.0,-14,-2
COc1ccc2[nH]c3c(c2c1)CCN1C(=O)N([C@@H](C)C(=O)NCc2ccco2)C(=O)[C@]31C,12,-12,-1,23,1,·,·,-0.3,-14,3
O=C1CCCC/C=C\C[C@H](CC(=O)N(CCO)Cc2ccccc2)C(=O)N2CCC[C@@H]2CO1,-40,40,0,18,-3,3,·,-0.2,-11,-2
O=C(NCc1ccco1)C(c1ccncc1)N(C(=O)Cc1cccs1)c1ccccc1 (stereo unspecified),-11,11,-2,13,14,12,3,0.4,1,2
COc1ccc(CCC(=O)NCCS(=O)(=O)N2CCN(c3ccccc3F)CC2)cc1,3,-3,-3,·,-3,-2,-2,-2.3,-12,-2
O=C(O)c1cc(-c2cccs2)nc2ccc(Br)cc12,-35,35,-10,2,-5,-5,-1,-4.1,-5,2
CNCc1ccc(OCc2ccccc2)c(OC)c1,-11,11,0,·,-3,·,53*,0.0,4,0
O=C(CCN1C(=O)/C(=C/c2ccccc2F)SC1=S)N[C@@H](CO)Cc1ccccc1,-6,6,-5,-11,47,-4,-2,-0.6,13,11
N#Cc1c(N)n(CCCN2CCOCC2)c2nc3ccccc3nc12,-3,3,-6,5,-228,-9,2,-2.5,0,5
O=C(CN1CCN(S(=O)(=O)c2ccc(Cl)s2)CC1)NCc1ccc(Cl)cc1,-53,53,-5,·,4,-9,-2,-4.3,-9,-7
COc1ccccc1OCC#CCn1ccnc1,14,-14,·,-20,14,-2,8,-0.1,-10,-5
COc1ccccc1CNC(=O)CS(=O)(=O)c1ccccc1,-21,21,-3,-33,-8,9,0,-0.4,-1,3
COc1ccc(Cl)cc1NC(=O)CCNS(=O)(=O)c1cccc2nonc12,33,-33,-5,-6,-11,0,1,-1.8,-9,-2
Cc1sc2ncnc(N[C@@H](CCC(=O)O)C(=O)O)c2c1C,1,-1,-1,6,2,23,-2,·,-2,2
Cn1c(SCC(=O)N2CCCc3ccccc32)nnc1-c1cccs1,-6,6,·,2,-1,11,22,0.0,-10,-8

# Assay outcomes (PubChem)
